CCT modulator – cytosolic chaperonin activity modulation | purified chaperonin ATPase assay, HTRF ADP detection, 30 min | activity change, % (concentration not given with the values), hits read low | 360,000 tested, 0.3% active; in the data active means activity change below about -30%; further: on the % scale 0 is the no-effect control and ±100 the full control effect
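TRiC at 40 or 20 nM final (batch-dependent) in 30 mM Tris pH 7.4, 100 mM KCl, 5 mM MgCl2, 1 mM DTT, with compound at single 76 uM and 10 uM ATP, 30 min at 37 deg C. ADP detected by HTRF Transcreener, 665/615 ratio.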
PLK1 PBD inh – blocks phosphopeptide binding to human PLK1 polo-box domain; Plk1 PBD binding of FITC phosphopeptide, fluorescence polarization; Potency, µM, for the others: max response, negative = inhibition, most hits filed as inhibitors; 360,000 tested, 2.8% active; AID 720504; further: potency means the concentration at half of the fitted maximal effect; series mostly up to about 57 µM; on the % scale 0 is the no-effect control and ±100 the full control effect; nearly all actives have a fitted effect of over 65% in size
WRN helicase inh – inhibitors of human WRN helicase; 360,000 tested, 0.46% active; Q14191; Potency, µM (doses to about 114 µM), for inactives: top-dose activity change, negative = inhibition, actives largely listed as inhibitors; WRN helicase unwinding, fluorescent forked duplex, kinetic; further: potency means the concentration at half of the fitted maximal effect; on the % scale 0 is the no-effect control and ±100 the full control effect; nearly all actives have a fitted effect of over 55% in size
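Screening of the MLSMR collection measured strand separation of a quenched forked DNA duplex (100 nM) by 20 nM WRN with 2 mM ATP, all final. Compounds were preincubated with enzyme 15 min at room temperature.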
EPAC2 ag – activates human EPAC2 exchange factor. Q8WZA2. EPAC2 activation, biochemical qHTS; response scale: 100% = 6.5 mM cAMP response. Potency, µM (series often up to 154 µM), inactives show top-dose activation, actives largely listed as activators. 360,000 tested, 0.079% active. AID 720711; further: potency means the concentration at half of the fitted maximal effect; nearly all actives have a fitted effect of over 50% in size
Target sequence (Q8WZA2 whole entry, looked up): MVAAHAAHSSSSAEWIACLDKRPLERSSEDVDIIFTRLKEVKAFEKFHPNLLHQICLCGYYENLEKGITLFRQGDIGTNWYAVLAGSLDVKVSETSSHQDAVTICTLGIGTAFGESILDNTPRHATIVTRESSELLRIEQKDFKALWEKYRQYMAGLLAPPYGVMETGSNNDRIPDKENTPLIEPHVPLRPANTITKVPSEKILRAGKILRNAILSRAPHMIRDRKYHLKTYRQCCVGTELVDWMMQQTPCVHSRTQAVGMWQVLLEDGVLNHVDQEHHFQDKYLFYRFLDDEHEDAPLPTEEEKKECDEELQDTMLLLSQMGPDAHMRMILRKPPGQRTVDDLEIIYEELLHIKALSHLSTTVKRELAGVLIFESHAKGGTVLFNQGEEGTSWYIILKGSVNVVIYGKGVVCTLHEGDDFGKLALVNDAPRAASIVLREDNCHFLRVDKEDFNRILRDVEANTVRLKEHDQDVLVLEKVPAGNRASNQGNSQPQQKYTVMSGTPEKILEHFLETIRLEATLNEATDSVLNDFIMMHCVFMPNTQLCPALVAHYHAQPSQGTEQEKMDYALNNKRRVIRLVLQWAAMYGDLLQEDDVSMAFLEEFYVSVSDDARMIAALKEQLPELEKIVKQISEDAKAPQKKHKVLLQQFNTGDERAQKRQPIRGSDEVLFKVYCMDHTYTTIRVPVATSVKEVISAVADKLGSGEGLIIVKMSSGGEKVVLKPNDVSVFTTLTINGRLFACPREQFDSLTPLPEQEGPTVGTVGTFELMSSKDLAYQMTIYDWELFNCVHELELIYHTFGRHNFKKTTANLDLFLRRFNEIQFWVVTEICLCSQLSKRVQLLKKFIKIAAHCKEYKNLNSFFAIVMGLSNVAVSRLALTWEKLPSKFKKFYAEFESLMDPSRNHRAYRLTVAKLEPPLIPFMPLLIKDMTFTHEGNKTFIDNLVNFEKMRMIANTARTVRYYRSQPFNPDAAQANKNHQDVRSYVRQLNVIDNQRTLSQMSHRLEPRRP
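Nucleotide exchange monitored as fluorescence drop when BODIPY-GDP leaves Rap1B. Reaction: 100 nM EPAC2, 250 nM RAP1B-BODIPY-GDP, 50 uM GDP, room temperature, kinetic read over 30 min. Activity expressed relative to 6.5 mM cAMP.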
PI5P4K alpha inh – inhibitors of human PI5P4K alpha | P48426 | PI5P4Kalpha enzyme, ADP-Glo luminescence, 60 min; stronger effect = lower value | max response, % | 330,000 tested, 1.2% active; active means max response of -50% or lower; inconclusive means between -30% and -50%; inactive means -30% or higher; further: value at the top dose of about 77 µM; on the % scale 0 is the no-effect control and ±100 the full control effect
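Compounds were pin-transferred onto PI5P4Kalpha and substrate in HEPES pH 7.4 buffer with EGTA, CHAPS and 5% DMSO. ATP (5 microM final) started the reaction, which ran 60 minutes at room temperature before ADP-Glo detection.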
IL2 activator – activates IL-2 in a cell-based reporter assay; IL-2 activation reporter assay, cell-based qHTS; stimulated with anti-CD3/CD4/CD28 beads; in transgenic mouse T cells; activation, % (series mostly up to about 46 µM); 360,000 tested, 0.065% active; in the data active means activation above about 50%; inconclusive means mostly about 30% to 49%; further: 0% is about no effect
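Unstimulated transgenic mouse T cells preincubated 60 min with compound, then stimulated with anti-CD3/anti-CD4-coated beads plus anti-CD28 for 18 h at 37 degrees C. IL-2 response read as EGFP and DsRed fluorescence by plate cytometry.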
EPAC1 antagonist – EPAC1 (human) antagonism | AID 720709 | 360,000 tested, 0.14% active | EPAC1 GEF assay, Rap1b-BODIPY-GDP exchange fluorescence | O95398 | Potency, µM (doses to about 115 µM), for the others: at the top dose activity change, negative = inhibition, hits mostly inhibitors;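 further: potency means the concentration at half of the fitted maximal effect; plate controls were vehicle for no effect and positive control for full effect; nearly all actives have a fitted effect of over 50% in size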
EPAC1 agonist – EPAC1 (human) agonism. Potency, µM (top dose mostly 154 µM), inactives show at the highest dose activation, usual class: activators. EPAC1 agonist qHTS, biochemical assay; response scale: 100% = response to 6.5 mM cAMP. 360,000 tested, 0.073% active. AID 720707. O95398; further: potency means the concentration at half of the fitted maximal effect; nearly all actives have a fitted effect of over 60% in size
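Read-out is the fluorescence drop as BODIPY-GDP leaves Rap1B (480 nm excitation, 540 nm emission), recorded every 5 minutes over 30 minutes. Reactions held 100 nM EPAC1, 250 nM Rap1B–BODIPY-GDP and 50 uM GDP, with 6.5 mM cAMP setting full activation.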
* = called active by the depositor; u = inconclusive; x = no result given; [ ] = another dose, or the depositor's remark. Unless noted, the call rests on the fitted dose curve; in most records, active means well fitted curve in the direction sought with a large enough effect; inconclusive means small, poorly fitted or top-dose-only effect, or another doubt; inactive means no such curve, though single readings can be large; an effect the other way counts as inactive or inconclusive.

CCT modulator	PLK1 PBD inh	WRN helicase inh	EPAC2 ag	PI5P4K alpha inh	IL2 activator	EPAC1 antagonist	EPAC1 agonist	molecule
1.3	-5.0%	3.5%	2.6%	1.6	0.4	-6.0%	0.4%	COc1cc2oc(=O)ccc2cc1[C@@H](O)[C@@H]1OC(C)(C)OC1(C)C
0.2	-2.6%	-4.2%	-13.1%	-8.0	-0.3	-1.1%	-3.4%	COC(=O)c1c(-c2ccc(F)cc2)csc1NC(=O)c1ccco1
0.0	-5.9%	-13.5%	6.0%	x	-1.8	6.2%	0.1%	COc1ccc(NC(=S)NNC(=O)OC(C)(C)C)cc1OC
0.1	-0.8%	-11.2%	10.6%	x	-2.6	1.0%	5.2%	O=C1c2ccccc2NC(c2ccc(O)cc2)N1Cc1ccco1 (configuration not stated)
0.0	3.5%	-0.7%	-3.9%	-5.0	3.5	1.7%	2.1%	CN1CCN(C2CC(=O)N(c3ccc4c(c3)OCCO4)C2=O)CC1 (configuration not stated)
-0.4	-9.8%	-1.8%	21.7%	x	0.0	-9.3%	18.0%	COc1ccc(Cl)cc1N(CC(=O)Nc1cccc(SC)c1)S(C)(=O)=O
-1.6	-22.8%	-30.2%[57.1 µM]	4.7%	0.4	-3.6	-4.6%	14.5%	N#CC(c1ccc(Cl)cc1)c1nc2ccccc2nc1C(F)(F)F (configuration not stated)
2.4	0.0%	0.9%	0.2%	-1.7	0.3	3.8%	-0.4%	COc1cc(/C=C2\CCC(C3CCCC3)C2=O)cc(OC)c1OC (configuration not stated)
0.5	1.3%	-4.6%	1.2%	-3.4	0.6	7.0%	-9.3%	Cc1ccc(NC(=O)c2c(C)nn(-c3ccccc3)c2Cl)c(C)c1
-3.5	-15.6%	0.8%	8.7%	-6.8	-1.6	-4.1%	1.4%	CCOC(=O)C1(Cc2ccccc2)CCCN(C2CCCC2)C1 (configuration not stated)
1.5	-9.6%	-10.4%	5.1%	1.1	0.7	-14.6%	7.2%	COC(=O)c1c(-c2ccc(F)cc2)csc1NC(=O)C1CCCO1 (configuration not stated)
0.4	-4.3%	-8.9%	15.8%	-3.7	-0.7	-21.8%	16.5%	CC1CCCCN1C(=O)c1cccc(NC2=C(Cl)C(=O)N(Cc3ccccc3)C2=O)c1 (configuration not stated)
-2.3	u	5.0%	12.7%	-4.1	1.4	u	14.8%	CNC[C@@H]1Oc2cc(Br)ccc2S(=O)(=O)N([C@@H](C)CO)C[C@H]1C
-1.6	-4.8%	0.3%	6.9%	-0.5	0.3	-17.4%	4.0%	Cc1ccc2[nH]c3c(=O)n(N)c(C)nc3c2c1
-0.1	-10.2%	-7.8%	3.2%	-2.2	-3.0	9.7%	5.2%	CCCCN(C(=O)COc1ccc(C)cc1OC)c1c(N)n(CCC)c(=O)[nH]c1=O
0.5	2.8%	-5.1%	-5.2%	0.4	0.2	-19.7%	-34.0%[inhibitor]	CCC/C=C(\CCC)C(NC(=O)OCC(C)C)c1ccc(C(=O)OC)cc1 (configuration not stated)
-1.2	0.6%	8.2%	4.5%	-2.1	-2.9	7.8%	-0.8%	CCCn1c(NCc2ccc(N(C)C)cc2)nc2ccccc21
-3.1	-2.1%	2.7%	-4.0%	x	-0.1	20.0%	0.4%	Cc1c([N+](=O)[O-])c(C(=O)N2CCCC2)nn1C
1.5	2.4%	5.1%	-14.1%	9.7	-1.0	1.8%	-8.8%	COc1ccc(NC(=O)C(CC(C)C)NC(=O)C2CCC(C)CC2)cc1 (configuration not stated)
-3.6	u	-5.1%	-1.5%	x	3.1	-2.3%	2.0%	CSc1ccccc1NC(=O)c1ccc(C)o1
0.8	-4.5%	-16.7%	10.2%	-3.3	-2.7	-9.8%	-4.1%	COc1ccc(C)cc1Nc1nc(N)c2ccccc2n1
-2.4	-13.3%	8.2%	17.0%	3.5	-0.6	-4.7%	-2.2%	COc1ccc(NC(=O)c2c(C)nn(Cc3ccccc3)c2Cl)cc1S(=O)(=O)N1CCOCC1
0.6	0.5%	-12.7%	-11.6%	6.5	-0.7	7.9%	-10.7%	CCOC(=O)C1=CCN(S(=O)(=O)c2ccccc2Cl)C1c1ccc(Cl)c(Cl)c1 (configuration not stated)
1.0	-0.5%	15.6%	7.6%	0.7	-2.0	-3.1%	-3.9%	CC1CCCN(CC(=O)Nc2ccc(S(=O)(=O)N3C(C)CCCC3C)cc2)C1 (configuration not stated)
1.5	1.6%	4.6%	-3.6%	-11.8	-0.3	-1.9%	-9.3%	COc1ccc(S(=O)(=O)CC(=O)Nc2nnc(C(F)(F)F)s2)cc1

Given as labelled records: entries from further up.
> COc1ccc(NC(=O)c2c(C)nn(Cc3ccccc3)c2Cl)cc1S(=O)(=O)N1CCOCC1
  CCT modulator = -2.4; PLK1 PBD inh = -13.3%; WRN helicase inh = 8.2%; EPAC2 ag = 17.0%; PI5P4K alpha inh = 3.5; IL2 activator = -0.6; EPAC1 antagonist = -4.7%; EPAC1 agonist = -2.2%

> COc1ccc(NC(=S)NNC(=O)OC(C)(C)C)cc1OC
  CCT modulator = 0.0; PLK1 PBD inh = -5.9%; WRN helicase inh = -13.5%; EPAC2 ag = 6.0%; PI5P4K alpha inh = x; IL2 activator = -1.8; EPAC1 antagonist = 6.2%; EPAC1 agonist = 0.1%

> COc1cc2oc(=O)ccc2cc1[C@@H](O)[C@@H]1OC(C)(C)OC1(C)C
  CCT modulator = 1.3; PLK1 PBD inh = -5.0%; WRN helicase inh = 3.5%; EPAC2 ag = 2.6%; PI5P4K alpha inh = 1.6; IL2 activator = 0.4; EPAC1 antagonist = -6.0%; EPAC1 agonist = 0.4%

Remaining list, next part.
CCT modulator	PLK1 PBD inh	WRN helicase inh	EPAC2 ag	PI5P4K alpha inh	IL2 activator	EPAC1 antagonist	EPAC1 agonist	molecule
-10.6	-12.3%	-23.3%	-3.0%	4.2	3.3	-21.5%	13.6%	C=CCNc1nc(N2CCCC2)nc2ccccc12
1.2	-20.7%	-17.9%	3.1%	-15.7	-0.3	-7.3%	5.7%	O=C(CCN1C(=O)c2cccc([N+](=O)[O-])c2C1=O)Nc1nccs1
-2.1	-16.8%	-2.6%	1.1%	10.3	-2.6	-18.1%	-11.3%	CCN(CC)c1c(-c2ccccc2)c2cc(C)ccc2[nH]c1=O
2.0	-26.0%	-3.0%	6.2%	-7.1	-0.2	-13.3%	8.8%	CN(C)c1cccc2c1c(NC(=O)Nc1ccccc1)nn2C
0.4	-21.1%	-4.0%	7.0%	2.0	0.6	-20.7%	3.6%	COc1ccccc1CN(C)C(=O)c1cc(C)nc2ccccc12
-0.8	0.2%	2.4%	1.9%	4.4	1.0	0.6%	2.1%	Cc1ccc(NC(=O)CN(C)S(=O)(=O)c2cnc[nH]2)cc1C
0.4	-2.6%	-2.2%	-0.5%	-3.2	-1.0	-9.2%	0.7%	Cc1ccc(S(=O)(=O)N2CC(O)C[C@H]2C(=O)OCC(=O)N2CCN(c3ccc(F)cc3)CC2)cc1C (some centres not stated)
0.6	-4.3%	-4.4%	-3.7%	x	-1.1	1.0%	-6.0%	O=C(c1cc(-c2ccccc2)nc2ccccc12)N1CCOCC1
1.0	-0.6%	-13.2%	8.7%	x	-0.4	-5.2%	8.0%	CN1C(=O)CSC1=NCC12CC3CC(CC(C3)C1)C2
1.2	-2.3%	10.1%	-1.7%	-1.2	-1.4	-9.7%	-1.1%	Cc1cccc(OC(C)C(=O)Nc2ccc(N3CCCCC3)cc2)c1 (configuration not stated)
-0.7	1.7%	8.5%	0.6%	-1.6	0.2	-5.0%	-0.4%	COc1cc(OC)cc(C(=O)NC(C(=O)Nc2ccc3c(c2)OCCO3)C(C)C)c1 (configuration not stated)
0.5	-7.1%	8.6%	3.1%	-2.6	-1.8	8.7%	-5.6%	CCOC(=O)[C@H]1[C@H]2COc3ccc(Br)cc3[C@@H]2N2C(=O)[C@H](C)NC(=O)[C@@]12C
-35.1*	-14.2%	1.4%	17.8%	-1.7	-4.5	-11.5%	-0.6%	CN(C)CCCN(C(=O)COc1ccc(Cl)cc1)c1nc2cc3c(cc2s1)OCO3
-0.7	-4.7%	-9.8%	1.6%	-3.3	0.6	-3.2%	-3.3%	Cc1onc(-c2c(F)cccc2Cl)c1C(=O)Nc1cccc(S(=O)(=O)NC2=NCCC2)c1
1.4	10.8%	5.2%	-1.2%	0.2	0.6	3.5%	-9.5%	CC(C)CC(=O)/C(=C/c1ccc(N(C)C)cc1)n1cncn1
-0.1	3.0%	-15.1%	8.5%	x	1.5	2.0%	7.2%	Clc1cccc(-c2cc3nc4c(c(NCc5ccco5)n3n2)CCCC4)c1
0.2	-1.6%	-0.9%	1.9%	6.9	2.5	15.6%	11.2%	O=C(CCCn1cc([N+](=O)[O-])cn1)Nc1cccnc1
0.2	-4.0%	3.4%	6.2%	-9.7	1.0	28.2%	7.2%	Cc1cc(NC(=O)C(C)Oc2ccc(Cl)cc2Cl)no1 (configuration not stated)
-1.8	-4.0%	2.7%	4.7%	-5.4	-0.6	-8.1%	5.3%	CC(=O)c1cc(C)c(OCc2cn(CC(=O)c3ccc(O)cc3)nn2)c(C)c1
-2.0	-1.1%	0.2%	-11.3%	0.2	2.0	6.4%	-12.9%	COc1ccc2[nH]c3c(c2c1)CCN1C(=O)C(CC(=O)NC/C=C(\C)CCC=C(C)C)C[C@H](C(=O)N2CCOCC2)[C@@]31CCC1CCCC1 (some centres not stated)
1.7	-1.5%	4.1%	0.0%	-0.2	-0.7	17.8%	0.9%	CC1CCCC(NC(=O)/C=C/c2c(F)cccc2Cl)C1C (configuration not stated)
0.9	-3.1%	6.7%	2.0%	-11.5	0.5	5.7%	6.6%	CCN(CC)S(=O)(=O)c1ccc(/C=C/C(=O)O)cc1
0.0	-10.9%	8.2%	-2.1%	-26.5	1.5	-29.0%	-20.3%	CCCNC(=O)c1ccc2c(=O)c(O)c(-c3ccc(Cl)c([N+](=O)[O-])c3)[nH]c2c1
-1.5	-7.9%	2.7%	4.6%	0.9	-2.2	14.8%	3.9%	COc1ccc(N(CC(=O)NCC2CCCO2)S(=O)(=O)c2ccc(C)cc2)cc1OC (configuration not stated)
0.1	u	1.4%	-2.2%	-7.7	-2.4	-7.4%	1.9%	CCOc1ccc(/C=N/NC(=O)c2ccc(CSc3nc4ccccc4[nH]3)cc2)cc1
-0.5	-1.6%	-5.5%	5.1%	3.1	0.1	12.5%	-1.7%	CCOC(=O)c1ccccc1NC(=O)COC(=O)c1ccc(C)c(S(=O)(=O)N2CCOCC2)c1
0.0	-5.5%	3.5%	6.4%	0.0	-1.0	-13.8%	-3.1%	Cc1cccc(CCNC(=O)C2CCCN(S(=O)(=O)c3cccc4nsnc34)C2)c1 (configuration not stated)

Only part of the results is shown; rates above refer to the full screens.
